Screening results from PubChem BioAssay.
A549 tox = Nrf2 qHTS screen for inhibitors: counterscreen for cytotoxicity | A549 ARE-Fluc cells, CellTiter-Fluor viability, 18-24 h | Potency, µM (series often up to 46 µM), for inactives: top-dose activity change, negative = cytotoxicity, actives largely listed as inhibitors | 0.16% of 390,000 active; further: potency means the concentration at half of the fitted maximal effect; on the % scale 0 is the no-effect control and ±100 the full control effect
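Cytotoxicity counterscreen: CellTiter-Fluor fluorescence was measured in A549 ARE_Fluc cells after 18-24 h of compound exposure in a concentration series. The subsequent BugLite luminescent read reports ARE-luciferase activity.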
TGFb SMAD3 inh = qHTS for Inhibitors of TGF-b. Potency, µM (doses to about 46.1 µM), inactives show at the top dose activity, negative = inhibition, usual class: inhibitors. HepG2 CAGA-GFP TGF-b/SMAD3 reporter, GFP fluorescence, 18 h; TGF-beta stimulated, 500 pg/mL final. 1.2% of 410,000 active. AID 588855, 2011; further: potency means the concentration at half of the fitted maximal effect; on the % scale 0 is the no-effect control and ±100 the full control effect; nearly all actives have a fitted effect of over 65% in size
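Per well, imaged GFP fluorescence of HEPG2 CAGA-GFP cells gives the signal; cells get compound, then TGF-beta (500 pg/mL final), 18 h at 37 degrees C; %Activity versus -TGF-beta and +DMSO controls.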
Akt phos inh = HTS Assay for Inhibitors of Akt Phophorylation: Primary Screen; 0.32% of 360,000 active; Neuro2A IGF-stimulated pAkt S473 HTRF, 20 min; stronger effect = lower value; activity change, % for hits at 50 µM; in the data active means activity change below about -80%; inconclusive means mostly about -51% to -80%; further: on the % scale 0 is the no-effect control and ±100 the full control effect
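Neuro2A cells in DMEM with 0.5% FBS, overnight at 37 deg C, given compound at single 50 µM final, then IGF (6 nM final) for 20 min at 37 deg C. Lysed; phospho-Akt Ser473 by HTRF after 24 h, 665/615 ratio.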
CCT modulator = High-Throughput Screening for Modulators of Cytosolic Chaperonin Activity | purified chaperonin ATPase assay, HTRF ADP detection, 30 min | activity change, % (no concentration beside the values), hits read low | 0.3% of 360,000 active | AID 651819, 2012; in the data active means activity change below about -30%; further: on the % scale 0 is the no-effect control and ±100 the full control effect
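Nucleotide hydrolysis assay: TRiC at 20–40 nM final (set by batch activity) with 10 uM ATP, 30 min at 37 °C, in presence of 76 uM compound. Detection by competitive ADP HTRF, 30 min ambient.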
MmCpn inh = Inhibitors of TCP-1 ring complex (TRiC) of Methanococcus maripaludis (MmCpn): qHTS; AID 504842, 2011; Potency, µM (titrated, usually from 76.9 µM), for inactives: top-dose activity, negative = inhibition, most hits filed as inhibitors; 0.031% of 330,000 active; Chaperonin Mm-Cpn (Methanococcus maripaludis); purified Mm-Cpn ATPase, ADP Transcreener TR-FRET; further: potency means the concentration at half of the fitted maximal effect; on the % scale 0 is the no-effect control and ±100 the full control effect; nearly all actives have a fitted effect of over 80% in size
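Reaction buffer contained 30 mM Tris pH 7.4, 100 mM KCl, 5 mM MgCl2 and 1 mM DTT. Mm-CPN (25 nM final) hydrolysed 10 uM ATP over 30 min at 37°C; ADP was read by HTRF.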
HepG2 viability = qHTS for Inhibitors of TGF-b: Cytotox Counterscreen | HepG2 CAGA-GFP viability, ATP luminescence, 18 h | Potency, µM (top dose mostly 46.1 µM), for the others: at the top dose activity change, negative = cytotoxicity, actives largely listed as cytotoxic | 0.76% of 410,000 active | AID 588856, 2011; further: potency means the concentration at half of the fitted maximal effect; some results filed as inactive show a strong effect at the top dose
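CellTiter-Glo luminescence gave cytotoxicity after 18 hours at 37 degrees C. The cells were HepG2 CAGA-GFP in 1% FBS DMEM, stimulated with 500 pg/mL TGF-beta after compound addition. %Activity was normalised to no-cell wells (complete cell-killing) and DMSO (no toxicity), and curves were fitted and classified.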
Nrf2 ARE act = qHTS of Nrf2 Activators; Potency, µM (top dose mostly 46.1 µM), inactives show at the top dose activation, usual class: activators; 0.31% of 410,000 active; AREc32 ARE-luciferase reporter (MCF7-derived line), luminescence, 24 h; further: potency means the concentration at half of the fitted maximal effect; % of control where 0% means no effect; nearly all actives have a fitted effect of over 65% in size
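ARE activation measured as luciferase luminescence (Steady-Glo, 30 min RT) in AREc32_Fluc cells after 24 hr compound exposure at 37 deg C, 5% CO2; cells seeded overnight at 1000/well in OPTI-MEM, 5% FBS.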
Nrf2 inh = Nrf2 qHTS screen for inhibitors; AID 504444, 2011; 2.1% of 360,000 active; A549 ARE-Fluc reporter, luciferase luminescence, 18-24 h; Potency, µM (highest dose often 46 µM), inactives show top-dose activity change, negative = inhibition, actives largely listed as inhibitors; further: potency means the concentration at half of the fitted maximal effect; on the % scale 0 is the no-effect control and ±100 the full control effect; nearly all actives have a fitted effect of over 60% in size
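A549 ARE_Fluc cells (5000/well, 5% FBS OPTI-MEM) pre-incubated 2 h, then treated with compounds 18-24 h at 37C/5% CO2 in concentration-response. CellTiter-Fluor viability read first; BugLite luciferase luminescence after 15 min at room temperature gives Nrf2 activity.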
Abeta yeast res = qHTS for compounds that reverse cellular toxicity of Amyloid beta (A-beta) peptide in yeast: Primary Screen | 0.063% of 410,000 active | yeast expressing A-beta42, growth rescue, OD600, 48 h; response scale: 0% DMSO, 100% iron-clioquinol control | Potency, µM (top dose mostly 46.1 µM), without a hit: at the top dose growth rescue, usual class: activators; further: potency means the concentration at half of the fitted maximal effect; nearly all actives have a fitted effect of over 55% in size
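Yeast growth medium received pinned compounds, then yeast cells expressing toxic A-beta were added; plates incubated at 30 C for 48 hr. Growth read as absorbance at 600 nm, normalized to DMSO and equimolar FeCl3 plus clioquinol controls.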
Starred values were filed as active, the others as inactive; & = joins results of further samples; [ ] = dose if it differs, or a comment. Unless noted, the call rests on the fitted dose curve; in most records, active means well fitted curve in the direction sought with a large enough effect; inconclusive means small, poorly fitted or top-dose-only effect, or another doubt; inactive means no such curve, though single readings can be large; an effect the other way counts as inactive or inconclusive.

How did CC(=O)c1cccc(S(=O)(=O)N2CCN(c3nc4cc(C)cc(C)c4cc3C#N)CC2)c1 do in these assays?
A549 tox: -10%; TGFb SMAD3 inh: inconclusive; Akt phos inh: inactive; CCT modulator: -25; MmCpn inh: -3%; HepG2 viability: 5%; Nrf2 ARE act: -0.4%; Nrf2 inh: inconclusive; Abeta yeast res: -48%[inhibitor]

How did CCC(C(=O)NC(C)(C)C)N(Cc1cccs1)C(=O)CNS(=O)(=O)c1ccccc1 (stereo not drawn) do in these assays?
A549 tox: 5%; TGFb SMAD3 inh: 3%; Akt phos inh: inactive; CCT modulator: 2.0; MmCpn inh: -2%; HepG2 viability: -10%; Nrf2 ARE act: 0.1%; Nrf2 inh: 23%; Abeta yeast res: 3%

How did COc1ccc(NC(=O)CCOc2ccccc2F)cc1S(=O)(=O)N1CCCCC1 do in these assays?
A549 tox: -23%; TGFb SMAD3 inh: -2%; Akt phos inh: inactive; CCT modulator: -1.6; MmCpn inh: 0%; HepG2 viability: 6%; Nrf2 ARE act: 0.1%; Nrf2 inh: 21µM*; Abeta yeast res: 13%

What do the screens show for `Nc1nonc1C(=O)N/N=C/c1cc2c(cc1[N+](=O)[O-])OCO2`?
A549 tox: 0%; TGFb SMAD3 inh: 17%; Akt phos inh: inactive; CCT modulator: 0.2; MmCpn inh: 0%; HepG2 viability: -11%; Nrf2 ARE act: 0.5%; Nrf2 inh: 8%; Abeta yeast res: -3%

How did CC(=O)c1cccc(NC(=O)CN2C(=O)CCc3cc(S(=O)(=O)N4CCCCC4)ccc32)c1 do in these assays?
A549 tox: 0%; TGFb SMAD3 inh: -12%; HepG2 viability: -7%; Nrf2 ARE act: -1.2%; Abeta yeast res: -7%

What do the screens show for `CN(CCC#N)C(=O)CC1(Cc2ccccc2)CCOC(C)(C)C1` (stereo not drawn)?
A549 tox: -1%; TGFb SMAD3 inh: -1%; Akt phos inh: inactive; CCT modulator: -0.8; MmCpn inh: 1%; HepG2 viability: 0%; Nrf2 ARE act: -0.5%; Nrf2 inh: 11%; Abeta yeast res: 1%

How did COC(=O)c1ccc(NC(=O)CSc2ncc3c(n2)-c2cc(Cl)ccc2N(Cc2ccccc2)S3(=O)=O)cc1 do in these assays?
A549 tox: -6%; TGFb SMAD3 inh: -5%; HepG2 viability: -16%; Nrf2 ARE act: -1.0%; Nrf2 inh: inconclusive; Abeta yeast res: 1%

Results for CC1CCN(C(=O)COC(=O)c2ccc(N3CCCC3=O)cc2)CC1 ?
A549 tox: 0%; TGFb SMAD3 inh: -6%; Akt phos inh: inactive; CCT modulator: -1.0; MmCpn inh: 2%; HepG2 viability: -2%; Nrf2 ARE act: -0.2%; Nrf2 inh: 8%; Abeta yeast res: 11%

How did Cc1c(Cl)cccc1NC(=S)NCCc1ccc(F)cc1 do in these assays?
A549 tox: 14%; TGFb SMAD3 inh: inconclusive; Akt phos inh: inactive; CCT modulator: 0.0; MmCpn inh: 0%; HepG2 viability: -18%; Nrf2 ARE act: 3.7%; Nrf2 inh: -10%; Abeta yeast res: inconclusive

How did Cc1n[nH]c(=O)c2c(NC(=O)CSc3nncs3)oc(C)c12 do in these assays?
A549 tox: -2%; TGFb SMAD3 inh: -20%; Akt phos inh: inactive; CCT modulator: 0.7; MmCpn inh: 0%; HepG2 viability: -11%; Nrf2 ARE act: 0.0%; Nrf2 inh: 0%; Abeta yeast res: 12%

How did C=C1CCN(C(Cc2ccccc2)C(=O)NCc2ccccc2)S(=O)(=O)c2ccccc21 (stereo not drawn) do in these assays?
A549 tox: 1%; TGFb SMAD3 inh: -21%; HepG2 viability: -3%; Nrf2 inh: 15%

What do the screens show for `CCC[C@@H]1CCCO[C@@](C(=O)NCc2ccccn2)(C(F)(F)F)C1`?
A549 tox: 0%&-5%; TGFb SMAD3 inh: inconclusive; Akt phos inh: inactive; CCT modulator: -0.7; HepG2 viability: -21%&0%; Nrf2 ARE act: -0.3%; Nrf2 inh: -4%&4%; Abeta yeast res: 5%

How did COCCN(CC1CCCN(C2Cc3ccccc3C2)C1)C(=O)c1cccc(C)c1 (stereo not drawn) do in these assays?
A549 tox: -7%; TGFb SMAD3 inh: -4%; Akt phos inh: inactive; CCT modulator: -0.8; MmCpn inh: -1%; HepG2 viability: -2%; Nrf2 ARE act: 0.2%; Nrf2 inh: -2%; Abeta yeast res: 10%

What do the screens show for `COc1ccc(C(CC(=O)Nc2nccs2)n2cccc2)cc1` (stereo not drawn)?
A549 tox: 2%; TGFb SMAD3 inh: -13%; Akt phos inh: inactive; CCT modulator: 0.1; MmCpn inh: 1%; HepG2 viability: 0%; Nrf2 ARE act: 7.7%; Nrf2 inh: inconclusive; Abeta yeast res: 0%

What do the screens show for `CCCNC(=O)C1(C)CCCN(Cc2ccc(-c3ccccc3)cc2)C1` (stereo not drawn)?
TGFb SMAD3 inh: 2%; Akt phos inh: inactive; CCT modulator: -0.8; HepG2 viability: -24%; Nrf2 ARE act: 1.0%; Abeta yeast res: -11%

What do the screens show for `CCc1nnc(NC(=O)CSc2nccn2Cc2ccc(Cl)cc2)s1`?
A549 tox: 7%; TGFb SMAD3 inh: inconclusive; HepG2 viability: -18%; Nrf2 ARE act: 4.0%; Abeta yeast res: -15%

What do the screens show for `O=C(NC(O)C(=O)c1cccs1)c1cccnc1` (stereo not drawn)?
A549 tox: -11%; TGFb SMAD3 inh: -2%; Akt phos inh: inactive; CCT modulator: -2.4; MmCpn inh: 2%; HepG2 viability: -5%; Nrf2 ARE act: 0.1%; Nrf2 inh: -7%; Abeta yeast res: 9%

What do the screens show for `CC(C)COc1cccc(C(=O)N(C)CC(=O)Nc2cccc3ccccc23)c1`?
A549 tox: -10%; TGFb SMAD3 inh: -13%; Akt phos inh: inactive; CCT modulator: -1.1; MmCpn inh: 2%; HepG2 viability: -29%; Nrf2 ARE act: 5.5%; Nrf2 inh: inconclusive; Abeta yeast res: -7%

Results for O=S(=O)(NCC(c1ccco1)N1CCc2ccccc21)c1ccccc1 (stereo not drawn) ?
A549 tox: -1%; TGFb SMAD3 inh: inconclusive; Akt phos inh: inactive; CCT modulator: -1.4; MmCpn inh: 1%; HepG2 viability: 0%; Nrf2 ARE act: 4.5%; Nrf2 inh: 1%; Abeta yeast res: 0%

How did CCCS(=O)(=O)c1ncc(Cl)c(C(=O)Nc2c(C(=O)Nc3ccccc3)oc3ccccc23)n1 do in these assays?
A549 tox: inconclusive; TGFb SMAD3 inh: inconclusive; HepG2 viability: -41%; Nrf2 ARE act: 3.7%; Nrf2 inh: inconclusive; Abeta yeast res: -11%

Reprinted from the part before: three entries; new compounds follow.
What do the screens show for `CC(C)COc1cccc(C(=O)N(C)CC(=O)Nc2cccc3ccccc23)c1`?
A549 tox: -10%; TGFb SMAD3 inh: -13%; Akt phos inh: inactive; CCT modulator: -1.1; MmCpn inh: 2%; HepG2 viability: -29%; Nrf2 ARE act: 5.5%; Nrf2 inh: inconclusive; Abeta yeast res: -7%

Results for O=S(=O)(NCC(c1ccco1)N1CCc2ccccc21)c1ccccc1 (stereo not drawn) ?
A549 tox: -1%; TGFb SMAD3 inh: inconclusive; Akt phos inh: inactive; CCT modulator: -1.4; MmCpn inh: 1%; HepG2 viability: 0%; Nrf2 ARE act: 4.5%; Nrf2 inh: 1%; Abeta yeast res: 0%

How did CCCS(=O)(=O)c1ncc(Cl)c(C(=O)Nc2c(C(=O)Nc3ccccc3)oc3ccccc23)n1 do in these assays?
A549 tox: inconclusive; TGFb SMAD3 inh: inconclusive; HepG2 viability: -41%; Nrf2 ARE act: 3.7%; Nrf2 inh: inconclusive; Abeta yeast res: -11%

Results for COc1ccccc1CCNC(=O)C(=O)NCC1OCCN1S(=O)(=O)c1ccccc1 (stereo not drawn) ?
A549 tox: 2%; TGFb SMAD3 inh: -6%; Akt phos inh: inactive; CCT modulator: -0.3; MmCpn inh: -1%; HepG2 viability: 4%; Nrf2 ARE act: -0.7%; Nrf2 inh: inconclusive; Abeta yeast res: 0%

Results for CCOC(=O)C1CCCN(S(=O)(=O)c2cc3[nH]c(=O)c(=O)[nH]c3cc2C)C1 (stereo not drawn) ?
A549 tox: 5%; TGFb SMAD3 inh: 5%; Akt phos inh: inactive; CCT modulator: 0.0; MmCpn inh: -1%; HepG2 viability: 6%; Nrf2 ARE act: -0.8%; Nrf2 inh: 7%; Abeta yeast res: -12%

How did COc1ccc(CCn2nnnc2CN2CCN(C(=O)c3ccco3)CC2)cc1OC do in these assays?
A549 tox: 3%; TGFb SMAD3 inh: 1%; Akt phos inh: inactive; CCT modulator: -1.1; MmCpn inh: 2%; HepG2 viability: 0%; Nrf2 ARE act: -0.5%; Nrf2 inh: 1%; Abeta yeast res: -4%

Results for CC(C)[C@H](NC(=O)c1c(F)cccc1F)C(=O)Nc1cccc(Br)c1 ?
A549 tox: -3%; TGFb SMAD3 inh: -20%; Akt phos inh: inactive; CCT modulator: -0.6; MmCpn inh: 1%; HepG2 viability: 3%; Nrf2 ARE act: 1.9%; Nrf2 inh: 1%; Abeta yeast res: 16%
